EBNA-1 inhibitor: blocks EBNA-1 binding to DNA; actives 0.34% (n = 300,000); AID 1950; inhibition, % at 14.8 µM; EBNA-1 DNA binding, fluorescence polarization; in the data active = inhibition above about 28%
PREPL inh: human PREPL enzyme inhibition; recombinant PREPL, fluorescence polarization activity-based probe; Q4J6C6; actives 0.68% (n = 320,000); inhibition, % at 5.96 µM; in the data active = inhibition above about 43%;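 also: 0% = enzyme with DMSO and 100% = wells lacking enzyme; many of its hits are not listed in these tables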
LYPLA2 inh: counter-screen for PME1 inhibitors: inhibitors of human LYPLA2; O95372; recombinant LYPLA2, FP-Rh probe fluorescence polarization; inhibition, % at 5.9 µM; actives 0.38% (n = 320,000); AID 2177;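 active = inhibition above the screen-wide mean plus 3 SD, limit set per campaign, cut at about 26% in these data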;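 also: 0% = LYPLA2 with DMSO and 100% = wells lacking LYPLA2 enzyme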
LYPLA1 counter: blocks human lysophospholipase 1, a PME1 counter-screen; AID 2174; recombinant LYPLA1, FP-Rh probe fluorescence polarization; inhibition, % at 5.9 µM; actives 0.16% (n = 320,000); O75608;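 active = inhibition above the mean of all tested compounds plus 3 SD, set per campaign, cut at about 14% in these data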;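 also: inhibitors block serine hydrolase probe labeling of LYPLA1 so polarization falls; 0% = enzyme with DMSO and 100% = wells lacking LYPLA1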
PAD4 FP inh: PAD4 (human) enzyme inhibition; Q9UM07; recombinant PAD4, RCA probe fluorescence polarization; actives 0.41% (n = 330,000); inhibition, % at 6.36 µM; AID 485272;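 active = percent inhibition above a cutoff equal to the mean of all tested compounds plus 3 SD, cut at about 15% in these data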;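 also: 0% = PAD4 with RCA probe and DMSO and 100% = probe without PAD4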
Target sequence (Q9UM07 whole entry, looked up): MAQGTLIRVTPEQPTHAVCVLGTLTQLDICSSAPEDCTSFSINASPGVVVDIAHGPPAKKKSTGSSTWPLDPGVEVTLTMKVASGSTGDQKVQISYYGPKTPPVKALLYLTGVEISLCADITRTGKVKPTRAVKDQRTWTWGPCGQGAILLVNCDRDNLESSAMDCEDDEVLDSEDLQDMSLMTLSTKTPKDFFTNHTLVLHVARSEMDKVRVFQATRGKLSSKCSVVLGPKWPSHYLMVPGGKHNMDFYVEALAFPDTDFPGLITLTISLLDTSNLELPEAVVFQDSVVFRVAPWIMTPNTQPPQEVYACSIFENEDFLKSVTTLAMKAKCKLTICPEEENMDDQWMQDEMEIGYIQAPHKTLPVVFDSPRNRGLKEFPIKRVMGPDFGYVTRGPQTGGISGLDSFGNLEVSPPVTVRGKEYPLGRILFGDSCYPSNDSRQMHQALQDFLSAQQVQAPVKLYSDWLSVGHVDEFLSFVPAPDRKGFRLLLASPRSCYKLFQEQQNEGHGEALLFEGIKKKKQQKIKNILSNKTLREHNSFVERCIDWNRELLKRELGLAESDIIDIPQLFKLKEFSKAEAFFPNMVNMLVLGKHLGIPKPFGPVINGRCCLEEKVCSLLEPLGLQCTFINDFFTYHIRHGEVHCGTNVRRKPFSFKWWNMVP
ZTA DNA inh: counter-screen for EBNA-1 inhibitors: inhibitors of Epstein-Barr virus ZTA. ZTA-DNA binding, fluorescence polarization. P03206. AID 2234. actives 0.15% (n = 320,000). inhibition, % at 11 µM; in the data active = inhibition above about 33%
PAFAH1B3 inh: blocks human PAF acetylhydrolase 1B catalytic subunit 3; Q15102; AID 492972; recombinant PAFAH1B3, FP-rhodamine probe, fluorescence polarization; actives 0.28% (n = 340,000); inhibition, % at 3.39 µM;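 active = inhibition above the screen-wide average of all tested compounds plus 3 SD, cut at about 25% in these data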;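 also: 0% = enzyme with DMSO only and 100% = wells lacking PAFAH1B3 protein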
PAFAH2 inh: inhibitors of human PAFAH2. Q99487. recombinant PAFAH2, FP-rhodamine activity probe, fluorescence polarization. inhibition, % at 3.39 µM. actives 0.99% (n = 340,000). AID 492956;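 active = inhibition above the mean over all tested compounds plus 3 SD, cut at about 30% in these data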;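 also: inhibitors block probe labeling of enzyme so polarization drops; 0% = enzyme with DMSO and 100% = wells lacking PAFAH2 protein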
GSTO1 counter: GSTO1 inhibition, counter-screen for RBBP9 inhibitors | P78417 | actives 1.1% (n = 300,000) | inhibition, % at 5.96 µM | recombinant GSTO1, activity-based probe fluorescence polarization;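 active = inhibition above the campaign mean inhibition plus 3 SD, cut at about 35% in these data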;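 also: 0% = GSTO1-1 with DMSO and 100% = wells lacking GSTO1-1 enzyme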
Target sequence (P78417 whole entry, looked up): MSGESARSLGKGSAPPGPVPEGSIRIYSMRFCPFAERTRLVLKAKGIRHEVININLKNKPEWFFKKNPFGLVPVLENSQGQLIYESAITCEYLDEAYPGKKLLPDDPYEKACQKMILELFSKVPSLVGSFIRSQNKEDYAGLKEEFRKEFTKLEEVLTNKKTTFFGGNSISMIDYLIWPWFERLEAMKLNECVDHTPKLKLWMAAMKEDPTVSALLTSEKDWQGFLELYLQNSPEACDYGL
The depositor's hits bear a star; . = not tested or not shown; & = joins results of further samples. A portion of the library; count on the stated rates, not on these rows.

Screens in order – EBNA-1 inhibitor, PREPL inh, LYPLA2 inh, LYPLA1 counter, PAD4 FP inh, ZTA DNA inh, PAFAH1B3 inh, PAFAH2 inh, GSTO1 counter
1. Cc1cc(C)c(C)c(S(=O)(=O)N2CCN(C(=O)c3ccccn3)CC2)c1C
 : ., -1.3, -10.4, -1.4, -6.5, 5.3, 5.8, -7.2, .
2. COc1cc(S(=O)(=O)n2cnc(C)c2)ccc1Cl
 : 0.1, 16.4, 1.0, 1.1, 2.3, -24.7, 1.7, 5.6, 4.3
3. O=[N+]([O-])c1ccc(C2CN=C(Nc3ccccc3)S2)cc1 (stereo not drawn)
 : 0.7, 6.7, 8.6, 1.8, -3.4, -1.7, 4.2, 15.4, 3.4
4. O=C(/C=C/c1cn(-c2ccccc2)nc1-c1cccc(Cl)c1)N1CCN(c2ccccn2)CC1
 : 13.8, -10.3, -29.1, -16.0, -4.0, -7.8, -16.5, -14.9, -6.4
5. COCc1nc(-c2cc(Br)ccc2OC)no1
 : -0.2, 15.1, 8.4, -0.2, -2.1, 1.4, 1.1, 9.4, -6.5
6. CCOC(=O)C1=C(C)C(c2ccc(OC)cc2)NC(=S)N1 (stereo not drawn)
 : -2.8, 5.8, 8.0, 3.3, -0.7, -4.7, 16.7, 1.8, 10.5
7. CCC1(CC)C(=O)N(C)C(=O)NC1=NCc1ccccc1
 : -8.2, 0.4, 10.9, 4.0, 2.4, 4.5, -2.2, 0.6, 0.4
8. CC(=O)C1=C(O)C(=O)N(c2ccc(Br)cc2)C1c1ccccc1[N+](=O)[O-] (stereo not drawn)
 : 5.7, -2.0, -1.5, 0.0, -0.9, -1.3, -4.6, 3.3, -0.4
9. O=C(NC(=S)Nc1ccc(CN2CCOCC2)cc1)c1ccc2c(c1)OCCO2
 : -11.9, -3.4, 19.8, 5.5, -1.3, -10.6, 6.7, -2.7, -6.3
10. COc1cc(-c2nnc(SCC3(c4ccc(Br)cc4)OCCO3)o2)cc(OC)c1OC
 : -5.5, -10.6, -6.2, -5.3, -0.7, -4.3, -2.7, 4.6, -1.6
11. Cc1[nH]nc(Sc2ccccn2)c1[N+](=O)[O-]
 : -3.0, 0.3, -1.4, -1.9, -3.3, -2.2, 5.8, -3.6, -1.6
12. COc1cc(/C=C/c2[nH]c(=O)[nH]c(=O)c2[N+](=O)[O-])ccc1OCCC(C)C
 : 0.6, -4.2, 1.1, -2.0, 1.1, -0.2, 7.1, 7.6, -2.6
13. CCOc1ccccc1NC(=S)N(Cc1cc2ccc(C)cc2[nH]c1=O)CC1CCCN1CC (stereo not drawn)
 : -7.5, -4.3, -1.8, 3.4, -6.1, -2.4, 1.9, 0.5, 1.2
14. CC(OC(=O)CCCOc1ccccc1)C(=O)Nc1ccc(Cl)cn1 (stereo not drawn)
 : -3.2, 1.7, -0.7, 0.8, 0.0, -2.8, 1.2, 2.2, -0.7
15. Cc1nc2ccccc2n1CC(=O)N/N=C/c1cccnc1
 : 8.4, -0.6, 5.8, 1.8, -1.0, 14.4, -5.5, -3.3, -0.4
16. Cc1ccc(Br)c(NS(=O)(=O)c2cccc(C(=O)N3CCNC(=O)C3)c2)c1
 : ., 5.1, ., ., -5.1, ., 2.5, 10.4, .
17. Cc1ccc(-c2csc3nc(C)n(N)c(=O)c23)cc1
 : 6.5, -9.6, -2.2, -2.9, -3.1, 0.8, 6.0, -8.4, 1.0
18. COc1ccc(N2CCN(C(=O)CCNC(=O)Cn3ccc4ccccc4c3=O)CC2)cc1
 : 0.2, 5.4, 1.8, -1.7, -0.3, 2.2, 3.5, 1.0, 2.4
19. C/C(=N\NC(=O)C(O)c1ccccc1)c1ccc(Br)s1 (stereo not drawn)
 : -10.1, 11.4, 2.4, -1.3, -1.2, 7.7, 7.6, -2.8, 5.4
20. CN(C)CC(C)(C)CNC(=O)CC1C(=O)NCCN1Cc1ccc(-c2ccccc2)cc1 (stereo not drawn)
 : -3.9, 42.1, 8.9, 2.1, 2.2, -12.1, 1.6, -5.5, 2.9
21. CCOC(=O)C1=C(c2cccc(Oc3ccccc3)c2)NC(=S)NC1C (stereo not drawn)
 : -9.2, -4.7, -3.1, -2.1, 2.4, 4.4, 1.3, 4.1, -9.4
22. CCOC(=O)C1=C(Nc2ccccc2)CC(C)(O)C(C(=O)OCC)C1c1ccc(Cl)cc1 (stereo not drawn)
 : -1.2, 4.1, -6.4, 3.0, 2.4, 3.1, 5.1&7.5, 1.7&5.0, -0.8
23. CC(=O)c1ccc(NC(=O)Nc2ccc(Cl)cc2)cc1
 : -0.9, 18.2, -31.2, -28.0, -3.5, -1.0, -0.3, -15.3, -10.9
24. CC(=O)Nc1ccc(S(=O)(=O)NCCC(=O)OCc2ccc([N+](=O)[O-])cc2)cc1
 : -8.3, -3.0, 21.9, 0.5, 0.0, 2.1, 6.8, 3.0, 1.9
25. COC(=O)c1ccc(/C=C/c2c(-c3ccc(OC)cc3)sc3ccccc23)cc1
 : ., 5.7, ., ., 1.4, ., 17.2, -7.7, .
26. CCCCCCCNC(=O)C1(CC2CC(c3cccc(Br)c3)=NO2)CCN(C(=O)C2CCCC2)CC1 (stereo not drawn)
 : 8.4, 13.5, -6.6, -1.9, 6.7, -4.4, 14.2, -4.0, -1.9
27. COc1cc(CNC(=O)c2cccc(COc3ccc(Cl)cc3)c2)cc(OC)c1
 : 3.8, -61.9, -26.9, -16.9, -2.1, 2.7, -6.1, -18.6, -11.0
28. CCC(C)NC(=O)C1CCN(S(=O)(=O)c2cc([N+](=O)[O-])ccc2Cl)CC1 (stereo not drawn)
 : -13.2, -7.0, 3.7, 3.2, -2.4, -18.0, 2.7, -2.4, 3.4
29. Cc1ccc(S(=O)(=O)CCC(=O)Nc2nc(-c3cccnc3)cs2)cc1
 : 12.7, 2.0, -1.3, -5.5, 0.8, -2.6, 0.5, -6.3, -13.0
30. C[C@@H](O)C1NC(=O)[C@H](CCCCN)NC(=O)c2cc([N+](=O)[O-])cc(F)c2NCCCC[C@@H](C(N)=O)NC1=O (stereo partly drawn)
 : 0.8, 20.1, 3.7, -2.7, 2.2, 6.2, 6.7, -2.5, 3.3
31. O=C(CSc1oc(-c2ccco2)nc1S(=O)(=O)c1ccc(Cl)cc1)NCC1CCCO1 (stereo not drawn)
 : -2.3, 5.0, -2.2, -1.6, -3.9, 2.9, -0.6, 6.9, -1.0
32. CCCC(C)C(=O)Nc1ccc(Cl)cc1Cl (stereo not drawn)
 : 0.2, 4.3, -2.8, -4.5, -0.6, -2.5, -0.4, -3.8, -2.0
33. c1cc(CNC2C3CC4CC(C3)CC2C4)ccn1 (stereo not drawn)
 : 1.8, 19.6, 8.1, 3.5, 3.6, -1.4, 5.5, -2.4, 1.1
34. C=CCc1cc(C)ccc1OCCCC(C(=O)OCC)C(=O)OCC
 : -3.3, 0.1, -4.0, -1.6, 4.5, -8.4, 3.3, -6.6, -1.0
35. CC(=O)N1N=C(c2c(-c3ccccc3)c3cc(Br)ccc3[nH]c2=O)CC1c1ccco1 (stereo not drawn)
 : -11.5, 2.2, 2.4, 0.3, 4.0, -0.5, 2.8, 1.0, 4.7
36. CCCn1c(SCC(=O)N2c3ccccc3CCc3ccccc32)nc2c1c(=O)n(C)c(=O)n2C
 : -18.9, 4.1, -3.3, -3.9, 4.0, -9.7, 6.5, -2.8, 2.7
37. CC(CN1CCOCC1)C(=O)O (stereo not drawn)
 : -3.3, -0.2, 10.9, 6.2, -5.8, -4.6, -0.2, -4.2, -0.7
38. COc1cc(OC)c(NS(=O)(=O)c2c(C(=O)N3CCCCC3)c(C)n(C)c2C)cc1Cl
 : -5.4, -4.6, -3.6, 0.2, -0.7, -7.0, 4.0, 6.1, 0.1
39. Cc1noc(NS(=O)(=O)c2ccc(N3C(=O)c4ccccc4C3=O)cc2)c1C
 : 1.2, 4.3, 8.5, -0.8, -0.7, -0.5, 8.6, -11.5, 0.1
40. COc1ccccc1Nc1nc(N)nc(CN2CCN(c3ccccc3)CC2)n1
 : -6.3, 20.4, -0.7, 0.5, -0.1, -1.2, 9.1, -5.2, 21.7
41. CCSCc1nc(N)nc(NCCc2ccccc2)n1
 : -6.7, -2.0, -6.3, -4.6, 0.2, -6.5, 7.2, 7.7, 9.5
42. C=CCN=C(NC#N)SC
 : 10.3, 13.9, 5.4, 3.2, 2.8, 1.1, 4.5, -0.8, 4.2
43. CCOC(=O)Cc1csc(/N=C/c2c(O)n(-c3ccc(C)c(C)c3)c(=O)c3ccccc23)n1
 : 9.3, 4.3, 4.5, 1.0, -0.6, -9.1, 9.6, -0.8, 5.0
44. O=C(CCc1ccccc1)Nc1nn[nH]n1
 : 10.6, 1.3, 4.7, -1.0, 0.0, 12.2, 0.3, 0.0, 3.3
45. Cc1cccc(-n2c(C)cc(/C=C3/C(=N)N4C(c5ccccc5)=CSC4=NC3=O)c2C)c1
 : -3.0, 1.4, -0.8, -3.8, -7.1, -5.7, -3.2, -7.6, 0.4

Structures shown so far containing a furan ring, fused or not:
Screens in order – EBNA-1 inhibitor, PREPL inh, LYPLA2 inh, LYPLA1 counter, PAD4 FP inh, ZTA DNA inh, PAFAH1B3 inh, PAFAH2 inh, GSTO1 counter
31. O=C(CSc1oc(-c2ccco2)nc1S(=O)(=O)c1ccc(Cl)cc1)NCC1CCCO1 (stereo not drawn)
 : -2.3, 5.0, -2.2, -1.6, -3.9, 2.9, -0.6, 6.9, -1.0
35. CC(=O)N1N=C(c2c(-c3ccccc3)c3cc(Br)ccc3[nH]c2=O)CC1c1ccco1 (stereo not drawn)
 : -11.5, 2.2, 2.4, 0.3, 4.0, -0.5, 2.8, 1.0, 4.7

Later entries:
Screens in order – EBNA-1 inhibitor, PREPL inh, LYPLA2 inh, LYPLA1 counter, PAD4 FP inh, ZTA DNA inh, PAFAH1B3 inh, PAFAH2 inh, GSTO1 counter
46. O=C(NCCc1ccc(F)cc1)c1cccc2c1C(=O)c1ccc(N3CCC(Cc4ccccc4)CC3)cc1S2(=O)=O
 : ., -5.1, ., ., -12.5, ., -4.5, -14.4, .
47. COc1ccc(NC(=O)CSc2nc3ccc(OC)cc3[nH]2)cc1
 : -4.5, 6.8, -0.1, -1.2, -1.1, 4.0, 3.8, 4.4, 16.6
48. COC(=O)c1ccccc1NC(=O)c1cc([N+](=O)[O-])nn1Cc1ccccc1
 : -2.7, 1.1, -2.8, 2.4, 4.3, -8.1, 4.4, -2.5, 6.0
49. O=C(CCC1CCCN(C(=O)C2(c3ccccc3)CC2)C1)N1CCN(c2ccccn2)CC1 (stereo not drawn)
 : 2.4, 13.2, 2.6, -1.4, -4.8, -2.9, 5.5, 4.5, 1.4
50. COc1ccccc1NC(=O)Nc1ccccc1SC
 : -2.0, 12.4, 4.5, -3.5, 3.4, -1.5, 4.2, 10.0, 7.3
51. Cc1ccc2oc(=O)c3cc(C(=O)NCCCN4CCN(C)CC4)sc3c2c1
 : 5.6, 5.5, -1.5, 1.3, -0.8, -3.2, -1.8, -4.7, -2.1
52. CCOC(=O)N1CCC(NC(=O)CN2C(=O)C(CC)Oc3ccc(C)cc32)CC1 (stereo not drawn)
 : 10.7, 0.6, 0.7, 0.7, -2.4, -12.2, -1.9, 0.3, 3.1
53. CCOc1cc(C=O)ccc1OCC(=O)NC(C)(C)C
 : 8.9, -1.3, -0.5, 0.2, -2.1, -1.0, 0.6, 3.3, 5.7
